High-throughput results: PubChem, several laboratories
TCR CD3 inh: blocks the human TCR-CD3 interaction | TAMRA-labeled TCR probe fluorescence, biochemical | inhibition, % at 9.4 µM | 0.37% of 360,000 active; in the data active means inhibition above about 19%;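 further: recombinant mutant TCR 2C K166C tagged with TAMRA read by polarization; 0% = receptor in buffer alone and 100% = receptor with positive control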
PG9 Ab binder: PG9 antibody binding by small molecule | TR-FRET gp120-PG9 antibody binding | inhibition, % at 6.7 µM | 0.43% of 360,000 active | AID 624416; in the data active means inhibition above about 8.5%
rCAG binder: molecules binding r(CAG) RNA repeats; r(CAG) RNA repeat, TO-PRO-1 dye displacement fluorescence; inhibition, % at 3 µM; 1.3% of 370,000 active;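 active means inhibition above the plate cutoff, the mean of all test compounds on that plate plus 3 SD, cut at about 35% in these data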;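 further: 0% = DMSO alone and 100% = 100 µM mitoxantrone as full dye displacement; higher means more dye released from RNA so lower well fluorescence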
HTRA1 inh: blocks human HTRA1 serine peptidase. Q92743. recombinant HTRA1, FP-rhodamine activity-based probe, fluorescence polarization. inhibition, % at 5.96 µM. 0.5% of 340,000 active. AID 504803; in the data active means inhibition above about 36%;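 further: 0% = enzyme with DMSO and 100% = wells lacking enzyme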
Target sequence (Q92743 whole entry, looked up): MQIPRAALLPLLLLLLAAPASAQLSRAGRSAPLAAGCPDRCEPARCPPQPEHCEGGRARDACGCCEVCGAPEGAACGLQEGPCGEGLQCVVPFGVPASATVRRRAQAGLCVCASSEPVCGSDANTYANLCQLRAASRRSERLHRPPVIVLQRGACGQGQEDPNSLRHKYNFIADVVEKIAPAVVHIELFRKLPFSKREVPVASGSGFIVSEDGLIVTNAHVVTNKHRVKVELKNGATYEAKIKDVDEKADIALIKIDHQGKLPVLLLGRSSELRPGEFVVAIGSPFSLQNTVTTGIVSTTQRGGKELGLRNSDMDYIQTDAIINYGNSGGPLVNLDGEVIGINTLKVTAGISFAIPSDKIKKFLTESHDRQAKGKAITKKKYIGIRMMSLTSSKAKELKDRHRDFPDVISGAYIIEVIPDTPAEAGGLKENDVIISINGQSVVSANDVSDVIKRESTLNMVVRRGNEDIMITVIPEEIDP
MBD2 DNA inh: MBD2-methylated oligo binding inhibition. Q9UBB5. TR-FRET, MBD2 binding to methylated oligonucleotide. inhibition, % at 4.4 µM. 0.31% of 370,000 active. AID 686964; in the data active means inhibition above about 13%
ABHD4 inh: ABHD4 (mouse) inhibition, primary FP screen; Q8VD66; purified mABHD4, FP-Rh probe fluorescence polarization; inhibition, % at 8.92 µM; 0.54% of 370,000 active; AID 720543;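 active means inhibition exceeding the mean over every tested compound plus 3 SD, cut at about 30% in these data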;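 further: 0% = plate median of compound wells and 100% = S159A mutant with DMSO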
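Assay system: Wild-type mouse ABHD4 protein | Medium: HEPES pH 7.0 buffer, 150 mM NaCl, 0.01% Pluronic F-127 | Incubation: Enzyme–compound pre-incubation 45 min, then probe 60 min, both 25 °C | Technique: Fluorescence polarization with parallel and perpendicular emission, 525/598 nm | Evaluation: % inhibition of FP-Rh probe binding versus controls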
Rev-erbA mod: modulators of human Rev-erb alpha DNA binding | Rev-erbα–FITC-DNA binding, fluorescence polarization, 90 min | activity, % at 10 µM | 0.79% of 370,000 active;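 active means activity above about 14%, limit read from the data; passing the limit was not always enough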;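 further: 0% = DMSO wells with 35 nM protein and 100% = DMSO wells with 750 nM protein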
PRMT1 inh: PRMT1 (human) inhibition, primary screen | Q99873 | recombinant PRMT1, activity-based probe fluorescence polarization | inhibition, % at 2.79 µM | 1.3% of 370,000 active | AID 652257;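 active means inhibition above about 21% made by adding two undisclosed values, limit read from the data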
Target sequence (Q99873 whole entry, looked up): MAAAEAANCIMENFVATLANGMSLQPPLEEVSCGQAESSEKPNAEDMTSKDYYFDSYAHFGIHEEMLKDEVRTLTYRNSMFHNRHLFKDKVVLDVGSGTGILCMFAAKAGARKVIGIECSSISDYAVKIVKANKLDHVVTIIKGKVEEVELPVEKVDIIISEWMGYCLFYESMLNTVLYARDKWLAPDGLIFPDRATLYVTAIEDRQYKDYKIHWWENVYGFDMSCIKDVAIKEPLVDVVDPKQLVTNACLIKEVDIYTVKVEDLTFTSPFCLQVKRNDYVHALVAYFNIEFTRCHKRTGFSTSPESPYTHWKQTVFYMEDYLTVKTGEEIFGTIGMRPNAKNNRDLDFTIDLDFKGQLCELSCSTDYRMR
UHRF1 MBD2 ctr: UHRF1 methyl-DNA binding inhibition. UHRF1 binding to methylated oligo, TR-FRET. AID 687016. Q96T88. 0.75% of 370,000 active. inhibition, % at 4.4 µM; in the data active means inhibition above about 21%;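 further: UHRF1 SRA domain binding a hemimethylated CpG hairpin DNA probe; 0% = median of test compound wells and 100% = reference inhibitor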
LEDGF integ inh: blocks HIV-1 LEDGF/p75-dependent DNA integration; TR-FRET IN-LEDGF/p75 DNA integration, Eu/Cy5; 0.64% of 370,000 active; inhibition, % at 3.7 µM;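 active means inhibition above the screen-wide mean plus 3 SD, cut at about 13% in these data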;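 further: signal is the Cy5 over europium emission ratio at 671 and 618 nm; 0% = plate median of compound wells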
Active calls of the source: *; x = not tested or not shown. The list is partial. The share of hits here may be higher or lower than overall.

1	COc1ccc(NC(=O)CNc2ccccc2N2CCCC2=O)cc1S(=O)(=O)N1CCOCC1
2	CC1(C)Cc2ccccc2C2=NNC(=O)C2=N1
3	CCOC(=O)c1ccc(N/C=C/C(=O)c2ccc(OC)c(OC)c2)cc1
4	O=C(O)c1ccc(O)c2ncccc12
5	Cc1cc(C)cc(N(C(=O)CNC(=O)c2ccco2)C(C(=O)NC2CCCCC2)c2ccncc2)c1 (stereo not drawn)
6	CC1CCN(S(=O)(=O)c2cc(F)ccc2CN2C(=O)c3cccnc3C2=O)CC1

assay / entry	1	2	3	4	5	6
UHRF1 MBD2 ctr	3	9	-4	-4	2	1
rCAG binder	7	0	2	-1	-8	1
LEDGF integ inh	-1	8	0	-5	-3	-1
TCR CD3 inh	3	2	9	-4	-4	3
PG9 Ab binder	2.7	-5.0	1.8	-2.3	0.1	-2.1
MBD2 DNA inh	6	-9	4	-2	0	3
Rev-erbA mod	-7	-6	18	4	-3	-2
HTRA1 inh	5	-4	-3	x	0	5
ABHD4 inh	8	-2	-5	3	3	-4
PRMT1 inh	4	-2	-2	8	1	0

7	Cc1nc(-c2ccc(Cl)cc2)sc1C1(C)CC(c2ccc([N+](=O)[O-])cc2)=NO1 (stereo not drawn)
8	CCN1CCN(CNC(=O)c2cnccn2)CC1
9	CC(=O)C[C@H]1c2cc(F)ccc2S(=O)(=O)N1c1ccc(N(C)C)cc1
10	CC1CCC(NC(=O)COC(=O)C2CC3CCCC(C2)C3=O)CC1 (stereo not drawn)
11	CC(=O)c1cc2c(cc1NC(=O)CSc1nc3ccc(C)cc3[nH]1)OCO2
12	CCOCC(=O)Nc1ccccc1C(=O)N1CCOCC1

assay / entry	7	8	9	10	11	12
UHRF1 MBD2 ctr	-2	0	1	1	-8	0
rCAG binder	9	3	4	-7	5	-3
LEDGF integ inh	1	0	0	0	2	-4
TCR CD3 inh	-4	0	0	0	2	9
PG9 Ab binder	1.3	-0.9	0.5	0.4	2.2	-0.8
MBD2 DNA inh	-3	3	0	2	2	-6
Rev-erbA mod	-6	4	-3	-4	1	6
HTRA1 inh	-13	2	3	-2	-40	9
ABHD4 inh	0	-5	8	-3	-14	-1
PRMT1 inh	0	3	0	3	-4	-2

Single records (already shown):
`COc1ccc(NC(=O)CNc2ccccc2N2CCCC2=O)cc1S(=O)(=O)N1CCOCC1` is entered as UHRF1 MBD2 ctr = 3; rCAG binder = 7; LEDGF integ inh = -1; TCR CD3 inh = 3; PG9 Ab binder = 2.7; MBD2 DNA inh = 6; Rev-erbA mod = -7; HTRA1 inh = 5; ABHD4 inh = 8; PRMT1 inh = 4
`CCOCC(=O)Nc1ccccc1C(=O)N1CCOCC1` is entered as UHRF1 MBD2 ctr = 0; rCAG binder = -3; LEDGF integ inh = -4; TCR CD3 inh = 9; PG9 Ab binder = -0.8; MBD2 DNA inh = -6; Rev-erbA mod = 6; HTRA1 inh = 9; ABHD4 inh = -1; PRMT1 inh = -2

(further entries)
13	O=C(NNC(=O)c1cc(Cl)ccc1O)c1ccc(NS(=O)(=O)c2cccs2)cc1
14	COc1ccccc1CNC(=O)CSc1nnc2c(n1)[nH]c1ccc(F)cc12
15	CCOC(=O)Cc1nnc2c(Nc3ccccc3F)nc3nonc3n12
16	COc1ccc(O)c(CN2CCC(n3nccc3NC(=O)C3CCCC3)CC2)c1
17	Cc1cccc(OCc2nnc(SCC(=O)N3CCCCC3)o2)c1
18	C[N+](C)(C)CCC(=O)N1C/C(=C/c2ccccc2)C(=O)/C(=C\c2ccccc2)C1

assay / entry	13	14	15	16	17	18
UHRF1 MBD2 ctr	6	0	-2	-2	1	-2
rCAG binder	25	1	4	3	-4	5
LEDGF integ inh	-10	0	2	4	-2	-1
TCR CD3 inh	24*	-3	-7	-2	13	3
PG9 Ab binder	-0.9	-1.6	-1.4	0.7	0.2	-3.7
MBD2 DNA inh	8	4	0	-6	0	5
Rev-erbA mod	-4	2	1	4	-1	-2
HTRA1 inh	27	2	0	-4	-2	5
ABHD4 inh	1	3	-4	7	7	4
PRMT1 inh	12	5	2	-3	0	2

19	O=C(CNC(=O)c1ccc(Oc2ccccc2)cc1)OC1CCCCC1=O (stereo not drawn)
20	O=C1OC[C@@H]2CCCN2C(=O)[C@@H](CC(=O)N(CCO)Cc2ccccc2)C/C=C\C[C@H]1Cc1ccc(F)cc1
21	CN1CCN(S(=O)(=O)c2cccc(C(=O)NC3CCCc4ccccc43)c2)CC1 (stereo not drawn)
22	CCOC(=O)C1CCCN(C(=O)c2ccc3c(c2)CCO3)CC1 (stereo not drawn)
23	COc1cccc(NC(=O)COC(=O)CCn2c(C)csc2=O)c1
24	CC(C)CSc1n[nH]c(N)n1

assay / entry	19	20	21	22	23	24
UHRF1 MBD2 ctr	0	-1	1	-4	-2	-1
rCAG binder	-5	-7	-7	1	-5	-1
LEDGF integ inh	3	3	-2	2	3	1
TCR CD3 inh	-2	4	10	4	7	1
PG9 Ab binder	2.2	-1.6	-1.7	-0.8	1.8	-2.7
MBD2 DNA inh	-7	-1	-2	-5	-3	-4
Rev-erbA mod	3	-2	0	-2	-4	-1
HTRA1 inh	-4	-1	3	x	-2	7
ABHD4 inh	0	8	-8	5	5	7
PRMT1 inh	0	1	2	-3	-8	0

TCR CD3 inh: entries above that show a hit
No. | compound | UHRF1 MBD2 ctr | LEDGF integ inh | TCR CD3 inh | PG9 Ab binder | MBD2 DNA inh | Rev-erbA mod | HTRA1 inh | ABHD4 inh | PRMT1 inh
13 | O=C(NNC(=O)c1cc(Cl)ccc1O)c1ccc(NS(=O)(=O)c2cccs2)cc1 | 6 | -10 | 24* | -0.9 | 8 | -4 | 27 | 1 | 12

Later entries:
25	Cc1ccc([N+](=O)[O-])cc1S(=O)(=O)Nc1ccc(OCC(=O)N2CCOCC2)cc1
26	COC(=O)/C=c1\sc2ncnn2c1=O
27	Cc1ccc(Nc2nc(N)nc(CN3CCc4ccccc4C3)n2)cc1
28	O=Cc1cc2ccccc2nc1SCCCF
29	CC1(C(=O)NCc2ccccc2)CN(S(C)(=O)=O)CC(=O)N1Cc1cccc(C(F)(F)F)c1 (stereo not drawn)
30	NC(=S)NN=Cc1c[nH]c2nccnc12

assay / entry	25	26	27	28	29	30
UHRF1 MBD2 ctr	-2	0	-2	-3	0	-2
rCAG binder	3	1	-7	1	1	1
LEDGF integ inh	4	-3	4	-1	0	-4
TCR CD3 inh	7	-1	-4	3	-3	-1
PG9 Ab binder	-1.5	0.8	-0.5	-3.6	-1.4	1.8
MBD2 DNA inh	0	3	-1	-1	0	-3
Rev-erbA mod	6	-3	1	-2	0	3
HTRA1 inh	5	6	-14	-22	x	5
ABHD4 inh	0	8	4	-2	7	0
PRMT1 inh	0	6	0	-2	1	12

31	COC(=O)C(NNc1ccccc1)(NC(=O)c1ccccc1F)C(F)(F)F (stereo not drawn)
32	NC(=S)Nc1cccc2cccnc12
33	Cc1ccc(C)n1CCN1CCN(C(=O)c2ccco2)CC1
34	Cc1cc(OCC(=O)NCCc2c[nH]c3ccccc23)c2c(C)c(C)c(=O)oc2c1
35	CN(C)/C=N/c1nc2nccc(-c3cccc(Cl)c3)n2n1
36	Cc1cc(NCc2ccccn2)n2nc(C)c(-c3ccc(Cl)cc3)c2n1

assay / entry	31	32	33	34	35	36
UHRF1 MBD2 ctr	-2	-1	-3	0	0	-1
rCAG binder	-6	4	-3	3	-2	-1
LEDGF integ inh	1	0	0	-3	0	-1
TCR CD3 inh	-8	6	4	2	1	1
PG9 Ab binder	2.1	1.3	-0.7	-0.5	1.1	2.0
MBD2 DNA inh	-8	3	2	9	-1	8
Rev-erbA mod	-5	3	5	1	-2	3
HTRA1 inh	-3	-1	-5	-2	1	16
ABHD4 inh	11	-4	2	4	-4	23
PRMT1 inh	12	2	-1	4	-3	5

37	NS(=O)(=O)c1ccc(NC(=S)NC(=O)c2cccs2)cc1
38	COc1ccc(-c2nnc(SCC(=O)N3CCC(Cc4ccccc4)CC3)o2)cc1OC
39	Cc1ccc(Nc2cc(C)nc(NCc3ccccc3)n2)cc1
40	CC1CC(C)CN(C(=O)COC(=O)/C=C/c2cccc([N+](=O)[O-])c2)C1 (stereo not drawn)
41	O=C1C2CC=C(Cl)CC2C(=O)N1CCC[n+]1cccc2ccccc21 (stereo not drawn)
42	NC(=O)[C@@H]1CCCN1C(=O)c1cc(COc2ccc(F)cc2F)on1

assay / entry	37	38	39	40	41	42
UHRF1 MBD2 ctr	-1	-1	-2	4	0	2
rCAG binder	1	-2	5	-5	0	1
LEDGF integ inh	0	-1	2	-2	-4	-1
TCR CD3 inh	0	2	10	-2	1	-2
PG9 Ab binder	-0.7	-1.2	-1.3	0.6	-1.0	-0.8
MBD2 DNA inh	-4	3	1	1	-4	-3
Rev-erbA mod	1	5	3	-5	1	0
HTRA1 inh	3	7	-4	-1	-6	-2
ABHD4 inh	2	3	23	1	7	0
PRMT1 inh	0	-1	0	3	3	-2

43	O=S(=O)(c1ccc(Cl)cc1)n1c(Cc2ccccc2)nc2ccccc21
44	CCOc1ccc(C(=O)NC2=NCCS2)cc1
45	COc1ccc(C(c2c(NC(=O)c3ccccc3)sc(C)c2C)N2CCN(CCO)CC2)cc1 (stereo not drawn)
46	O=C(COc1ccccc1-c1ccccc1)NCc1ccco1
47	CCOc1ccc(Cl)cc1S(=O)(=O)n1cnc2ccccc21
48	O=C1C[C@@H](c2ccccc2)Oc2cc(O)cc(O)c21

assay / entry	43	44	45	46	47	48
UHRF1 MBD2 ctr	0	-4	1	0	2	4
rCAG binder	-2	-2	2	-9	-1	14
LEDGF integ inh	-2	1	-2	-1	3	0
TCR CD3 inh	-1	-4	1	7	-2	-4
PG9 Ab binder	1.8	0.5	-3.0	-2.0	1.3	1.1
MBD2 DNA inh	-1	-5	0	4	5	6
Rev-erbA mod	-1	3	-1	8	-3	-6
HTRA1 inh	5	x	3	x	0	-2
ABHD4 inh	1	2	4	-3	6	-3
PRMT1 inh	0	-3	-3	2	1	6

49	Cn1c(CCCNC(=O)c2ccccc2)nc2ccccc21
50	COc1ccc(-c2cc(CCCC(=O)NCCc3cc(OC)ccc3OC)no2)cc1
51	Cc1ccc(C2=CSC3=NCCN23)cc1
52	Cc1nc(NC(=O)/C=C/c2ccccc2)sc1C(=O)N1CCCCC1

assay / entry	49	50	51	52
UHRF1 MBD2 ctr	0	0	-2	-2
rCAG binder	-3	-1	-4	-1
LEDGF integ inh	1	-2	-2	-2
TCR CD3 inh	-2	3	4	-5
PG9 Ab binder	-0.8	1.8	1.4	-0.1
MBD2 DNA inh	0	0	-4	3
Rev-erbA mod	0	0	-4	5
HTRA1 inh	1	-8	7	-24
ABHD4 inh	13	-1	-3	-1
PRMT1 inh	0	-2	4	3
